ATG4B inhibitor: ATG4B (human) cysteine protease inhibition; Q9Y4P1; ATG4B cleavage of LC3-PLA2, NBD-HPC fluorescence, 1 h; 340,000 compounds, 0.51% hits; inhibition, % at 8.33 µM; in the data active = inhibition above about 40%
Target sequence (Q9Y4P1 whole entry, looked up): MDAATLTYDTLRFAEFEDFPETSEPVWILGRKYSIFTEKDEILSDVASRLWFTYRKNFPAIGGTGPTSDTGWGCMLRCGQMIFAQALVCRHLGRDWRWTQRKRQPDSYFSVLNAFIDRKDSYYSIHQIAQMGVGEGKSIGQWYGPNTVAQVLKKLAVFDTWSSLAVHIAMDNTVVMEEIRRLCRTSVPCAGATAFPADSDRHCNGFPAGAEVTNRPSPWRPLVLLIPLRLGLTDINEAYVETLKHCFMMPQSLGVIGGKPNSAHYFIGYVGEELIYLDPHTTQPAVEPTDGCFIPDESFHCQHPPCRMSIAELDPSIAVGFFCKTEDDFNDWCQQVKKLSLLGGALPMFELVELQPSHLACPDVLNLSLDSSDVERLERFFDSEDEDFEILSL
CCR6 antagonist: antagonists of human CCR6 receptor; CHO-K1 CCR6 PathHunter beta-arrestin, luminescence, CCL20-stimulated; AID 493098; P51684; 340,000 compounds, 0.49% hits; inhibition, % at 20 µM;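 active = compounds whose inhibition of the agonist-driven luminescence signal at 20 µM reaches about 50%, limit read from the data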;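 also: cells stimulated with CCL20 at 14 nM final; plate controls were DMSO with CCL20 for no effect and DMSO without agonist for full effect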
Target sequence (P51684 whole entry, looked up): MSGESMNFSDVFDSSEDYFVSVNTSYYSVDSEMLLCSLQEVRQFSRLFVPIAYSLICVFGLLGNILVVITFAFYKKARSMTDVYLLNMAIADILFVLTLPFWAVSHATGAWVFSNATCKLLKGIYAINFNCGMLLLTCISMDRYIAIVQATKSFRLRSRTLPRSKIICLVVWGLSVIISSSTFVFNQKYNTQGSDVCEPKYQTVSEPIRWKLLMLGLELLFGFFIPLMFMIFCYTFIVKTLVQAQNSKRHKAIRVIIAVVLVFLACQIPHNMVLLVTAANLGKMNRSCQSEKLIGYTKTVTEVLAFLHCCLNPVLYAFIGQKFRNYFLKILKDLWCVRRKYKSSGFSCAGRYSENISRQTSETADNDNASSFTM
APJ antagonist: APJ receptor antagonism; CHO-K1 APJ beta-arrestin complementation, luminescence; 330,000 compounds, 0.32% hits; inhibition, % at 20 µM;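 active = inhibition above about 40% at 20 µM, limit read from the data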;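 also: cells challenged with 10 nM apelin-13 agonist together with compound; plate controls were apelin-13 plus DMSO wells for no effect and DMSO wells lacking apelin-13 for full effect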
Gli-Sufu antag: antagonists of Gli-Sufu signaling; 340,000 compounds, 0.74% hits; Sufu-KO-LIGHT fibroblasts, Gli luciferase reporter luminescence; inhibition, % at 5 µM;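 active = inhibition above about 55%, limit read from the data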;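 also: 0% = DMSO-treated cells and 100% = wells with medium but no cells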
APJ ag: agonists of human APJ apelin receptor; 330,000 compounds, 0.11% hits; P35414; AID 2520; activation, % at 20 µM; CHO-K1 APJ PathHunter beta-arrestin, luminescence; 0% DMSO wells, 100% apelin;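 active = activation more than six SD over the plate average, tested at 20 µM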;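 also: 0% = DMSO alone and 100% = apelin-13 at 10 nM; some results filed as inactive read as strong as hits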
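Assay system: CHO-K1 APJ beta-arrestin complementation cell line / Compound: single test compound dose, 20 µM final, 1% DMSO / Times: overnight seeding, 90 min compound at 25 °C, 1 h detection / Technique: beta-gal luminescence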
EBI2 block: antagonists of human EBI2 receptor | P32249 | EBI2 beta-arrestin recruitment, luminescence, 7a,25-OHC stimulated | inhibition, % at 5 µM | 360,000 compounds, 0.81% hits; in the data active = inhibition above about 38%;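 also: enzyme fragment complementation signal reports receptor beta-arrestin coupling in cells; 0% = agonist plus DMSO wells and 100% = wells without agonist; some results beyond the cut were filed as inactive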
UBC13 polyUb: inhibitors of human UBC13 polyubiquitin chain formation. P61088. TR-FRET. inhibition, % at 20 µM. 330,000 compounds, 0.47% hits. AID 485273; in the data active = inhibition above about 45%, passing the limit was not always enough
CXCR6 inh: CXCR6 (human) receptor inhibition; CHO-K1 PathHunter CXCR6 beta-arrestin, luminescence; inhibition, % at 20 µM; 360,000 compounds, 0.36% hits; in the data active = inhibition above about 34%, passing the limit was not always enough;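 also: antagonist mode with CXCL16 agonist at 10 nM final; 0% = 10 nM CXCL16 with DMSO and 100% = unstimulated wells without agonist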
* marks the source's active call; other numbers are inactive results; · = not tested or not shown.

structure	CXCR6 inh	EBI2 block	CCR6 antagonist	UBC13 polyUb	ATG4B inhibitor	Gli-Sufu antag	APJ ag	APJ antagonist
O=C(CN1CCC(O)(c2ccc3c(c2)OCO3)CC1)NC1CCCCC1	-1	-6	4	-13	-1	1	-2	7
CCc1ccccc1N(CC(=O)NC(C)c1ccccc1)S(C)(=O)=O (centres undefined)	8	4	2	-2	-3	4	0	-4
CCOC(=O)c1cnc(SCC(=O)OC)nc1N	2	6	11	5	7	-12	-1	9
COCC(C)n1c(COc2ccccc2F)nnc1SCC(=O)c1c(N)n(C)c(=O)n(C)c1=O (centres undefined)	-1	-1	-3	12	-2	-4	-2	0
CCOc1ccc2nc(SCc3ccc(OC)cc3)sc2c1	2	13	16	-9	-1	-22	0	5
CN(CCCN1CCOCC1)C(=O)c1cc(COc2cccc(C(F)(F)F)c2)on1	-4	2	10	-3	2	47	-4	6
O=C(Nc1nccs1)c1cc(Cl)ccc1[N+](=O)[O-]	0	-5	11	-10	-4	-3	-3	-8
CCOC(=O)CCc1c(C)n(CC)c2ncnn2c1=O	-2	-3	11	7	-5	-1	-4	13
O=C(COC(=O)C1CCC(N2C(=O)C3C4CCC(C4)C3C2=O)CC1)c1ccc(F)cc1 (centres undefined)	-8	-1	-2	5	-1	9	0	9
COc1ccc(-c2nc(C)c(C(C)=O)n2O)cc1[N+](=O)[O-]	-2	-3	-7	3	4	-7	-3	-5
Cc1cc(C)nc(NC(=O)c2ccc([N+](=O)[O-])c(C)c2)n1	-6	-3	11	-1	2	-18	-4	0
Cc1ccc(N2CCN(C(=O)c3ccccc3NC(=O)C3CCCCC3C(=O)O)CC2)cc1 (centres undefined)	6	-17	6	-16	-5	-5	-1	-22
O=[N+]([O-])c1ccc2nc(-c3ccccc3)[nH]c2c1	-17	-1	11	7	0	-83	4	-20
CCOC(=O)Cc1nnc(NC(=O)c2ccccc2OC)s1	5	0	-1	-6	-4	2	-5	-19
O=C(N/N=C\C=C\c1ccco1)c1cncc(Br)c1	-6	0	22	-10	-4	-4	-2	-5
O=C(CSc1nc2ccccc2c(=O)[nH]1)c1cccs1	0	-4	-2	2	-8	2	-1	34
CC(NC(=S)NC(=O)c1cccs1)c1ccccc1 (centres undefined)	0	-13	14	-1	7	4	-4	-10
O=C1CC(N2CCN(C3CC(=O)N(CCc4ccccc4)C3=O)CC2)C(=O)N1CCc1ccccc1 (centres undefined)	2	-8	-7	3	0	8	-1	7
CCOC(=O)C1=NOC2C(=O)N(c3ccc(Cl)cc3Cl)C(=O)C12 (centres undefined)	11	-7	2	4	5	4	-4	-9
O=C(NC1CCCc2c1cnn2-c1ccccc1F)c1ccccc1N1CCOCC1 (centres undefined)	6	0	13	-1	11	·	-2	-36
CCOCCCNC(=O)C(c1ccc(OC)cc1)N(Cc1cccs1)C(=O)c1ccccn1 (centres undefined)	-4	-12	3	-5	-5	6	0	19
Cc1ccc(N(CC(=O)NC2CCCCC2)C(=O)CCCC(=O)Nc2ccccn2)cc1	1	-4	12	4	0	8	-3	-3
CCOC(=O)c1c(C)nsc1NCc1ccccc1	0	-1	13	6	9	-5	-7	6
Cc1c(-c2ccccc2)sc(Br)c1C(=O)N1CCOCC1	1	-5	4	1	-12	1	1	2
Cn1c(SCC(=O)Nc2ccccc2-c2ccccc2)nnc1-c1ccco1	8	6	8	5	4	-16	0	7
COC(=O)C(C)N1C(=O)S/C(=C\c2cc(C)n(-c3ccccn3)c2C)C1=O (centres undefined)	-2	-7	-3	-12	3	-72	-1	17
O=C(N/N=C/c1sc(N2CCOCC2)nc1-c1ccccc1)c1ccc(O)cc1	-6	-22	6	19	-4	-7	0	17
C(=NOCc1ccccc1)c1ccncc1	-6	2	8	·	2	-29	·	·
O=C1CC(C(=O)N2CCc3ccccc32)CN1c1cccc(C(F)(F)F)c1 (centres undefined)	2	2	-3	4	0	16	-3	4
OC1CCN(Cc2ccc(OCc3ccccc3)cc2)CC1	3	2	-3	11	-4	3	-2	21
O=C(CN1c2cccc3cccc(c23)S1(=O)=O)Nc1c(F)c(F)c(F)c(F)c1F	-5	-8	9	14	6	26	-3	3
O=C(OCC(=O)N1CCN(c2ccccc2)CC1)c1cc(Cl)ccc1[N+](=O)[O-]	4	-2	0	-8	-2	10	12	-52
COCCn1c(=NC(=O)c2nc3ccccc3s2)sc2cc(S(C)(=O)=O)ccc21	-2	-11	15	20	-18	18	0	-1
O=C(C1CC1)N1CCc2cc(Br)cc(S(=O)(=O)NCCCN3CCCCC3)c21	0	-4	5	8	4	-19	1	8
O=c1c2nnn(Cc3ccc(Cl)cc3)c2ncn1Cc1ccc(F)cc1	-8	4	13	0	-11	11	-1	5
CCNC(=O)Nn1c(C)nnc1C	-1	2	-4	-6	-6	-3	-2	7
Cn1nc(C(F)(F)F)c(/C=N/OC(=O)c2ccccc2)c1SCc1ccccc1Cl	4	32	16	6	-5	30	-3	1
Cc1cnc(C=NNC(N)=S)c2cccc(N)c12	-5	-25	24	·	-8	17	·	·
COCCN(C(=S)Nc1ccc(OC)cc1)C(C)c1cccs1 (centres undefined)	3	18	6	9	5	1	1	-13
O=C(/C=C/c1ccccc1[N+](=O)[O-])N1CCN(C(=O)c2ccco2)CC1	-7	-4	13	0	-3	-8	-2	6
Cc1cccc(C(=O)NNC(=O)c2ccco2)c1	4	-3	7	-18	4	-3	-2	-12
CCOC(=O)N/N=C(\C)c1ccc(C)c([N+](=O)[O-])c1	-8	-4	6	-1	-4	-2	1	-4
CCOC(=O)c1c(NC(=O)Cn2nc(C(F)F)cc2C(F)F)sc(C)c1C	3	6	4	8	8	-6	2	2
CCC(=O)NC(=S)NNC(=O)c1ccccc1[N+](=O)[O-]	-6	-3	6	23	-6	-3	-2	1
COc1cc(NC(=O)COC(=O)CNC(=O)C23CC4CC(CC(C4)C2)C3)cc(OC)c1	-10	12	8	9	-11	-2	-3	-12
CCOC(=O)[C@H]1[C@H]2COc3ccc(Cl)cc3[C@@H]2N2C(=O)CN(C)C(=O)[C@@]12C	0	5	15	3	-4	-4	-5	2
Nc1nonc1-n1nnc(C(=O)N/N=C/c2ccc(Cl)cc2)c1-c1ccc2c(c1)OCO2	-9	12	-1	2	-12	0	16	8
O=C(CCN1CCN(C(=O)c2ccco2)CC1)Nc1ccc(F)cc1	-6	2	-10	-2	6	-2	-2	8
O=C(CSc1ncn[nH]1)Nc1ccc2c(c1)CCC2	-6	-11	16	0	-3	-12	-3	-15
COc1ccc(NC(=O)CCCn2c(=O)c3sccc3n(Cc3cccc(C)c3)c2=O)cc1	7	2	25	28	-9	9	-3	-2
O=C(NC1CCCCC1)c1cc(-c2ccccc2Cl)on1	2	28	4	2	3	-46	0	-5
O=[N+]([O-])c1ccccc1NC1CCN(Cc2ccccc2)CC1	19	1	12	-45	6	13	-6	15
CCN(CC(=O)Nc1ccc2c(c1)OCCO2)C(=O)C1CCCCC1	-5	1	0	4	-7	2	6	-9
COc1ccc(N2CCN(C(=O)Cn3ncc4c([nH]c5ccccc54)c3=O)CC2)cc1	-5	1	5	-4	8	1	-1	14
S=c1[nH]nc(-c2cc(-c3ccccc3)n[nH]2)n1/N=C/c1ccc(Br)s1	2	16	4	-13	-9	13	3	-11
O=C(O)c1ccnc(Cl)c1	-1	-3	2	-9	-8	-1	-2	-1
COc1ccc(CCNC(=O)CSc2nnc(CNC(=O)c3cc(OC)c(OC)c(OC)c3)o2)cc1OC	-1	-5	17	-6	-2	-2	-6	15
Cc1ccc(S(=O)(=O)NNC(=O)C2CCN(Cc3ccccc3)CC2)cc1	2	9	8	1	-1	9	7	-5
COc1ccccc1NCC(=O)N/N=C/c1cccnc1	1	-1	9	7	-8	21	-1	5

Grouped by structure, the compounds so far with a Cl atom
structure	CXCR6 inh	EBI2 block	CCR6 antagonist	UBC13 polyUb	ATG4B inhibitor	Gli-Sufu antag	APJ ag	APJ antagonist
O=C(Nc1nccs1)c1cc(Cl)ccc1[N+](=O)[O-]	0	-5	11	-10	-4	-3	-3	-8
CCOC(=O)C1=NOC2C(=O)N(c3ccc(Cl)cc3Cl)C(=O)C12 (centres undefined)	11	-7	2	4	5	4	-4	-9
O=C(OCC(=O)N1CCN(c2ccccc2)CC1)c1cc(Cl)ccc1[N+](=O)[O-]	4	-2	0	-8	-2	10	12	-52
O=c1c2nnn(Cc3ccc(Cl)cc3)c2ncn1Cc1ccc(F)cc1	-8	4	13	0	-11	11	-1	5
Cn1nc(C(F)(F)F)c(/C=N/OC(=O)c2ccccc2)c1SCc1ccccc1Cl	4	32	16	6	-5	30	-3	1
CCOC(=O)[C@H]1[C@H]2COc3ccc(Cl)cc3[C@@H]2N2C(=O)CN(C)C(=O)[C@@]12C	0	5	15	3	-4	-4	-5	2
Nc1nonc1-n1nnc(C(=O)N/N=C/c2ccc(Cl)cc2)c1-c1ccc2c(c1)OCO2	-9	12	-1	2	-12	0	16	8
O=C(NC1CCCCC1)c1cc(-c2ccccc2Cl)on1	2	28	4	2	3	-46	0	-5
O=C(O)c1ccnc(Cl)c1	-1	-3	2	-9	-8	-1	-2	-1

Bioassay records: PubChem BioAssay, Sanford-Burnham Center for Chemical Genomics
